B2AR arrestin: qHTS assay of beta-arrestin-biased ligands of beta2-adrenergic receptor | beta-arrestin recruitment to beta2AR, cell-based reporter | Beta-2 adrenergic receptor (Homo sapiens), P07550 | hit rate 0.02% among 330,000 | Potency, µM (titrated, usually from 46.1 µM), for the others: top-dose activation, hits mostly activators;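 further: potency means the concentration at half of the fitted maximal effect; 0% = DMSO controls and full agonism = EC100 isoproterenol or metaproterenol; nearly all actives have a fitted effect of over 65% in size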
USP2a block: qHTS Assay for Inhibitors of Ubiquitin-specific Protease USP2a Using CHOP2 as the Reporter | Ubiquitin carboxyl-terminal hydrolase 2 (Homo sapiens), O75604 | hit rate 0.01% among 330,000 | Potency, µM (titrated, usually from 38.3 µM), for the others: top-dose activity change, negative = inhibition, hits mostly inhibitors | USP2 core, Ub-CHOP2 coupled fluorogenic reporter, 485/531 | AID 463254, 2010;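 further: potency means the concentration at half of the fitted maximal effect; plate controls were DMSO wells for no effect and full inhibition by NEM control for full effect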
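Cell-free coupled assay: 10nM USP2 core preincubated 30min RT with compound in Tris-HCl pH 8.0/CaCl2/CHAPS buffer, then 25nM Ub-CHOP2 and 25nM reporter substrate; fluorescence (Ex 485/Em 531) read after 60min RT, normalized to NEM inhibition, concentration-response curves fitted.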
TSHR antagonist: Antagonists of the Thyroid Stimulating Hormone Receptor: HTS campaign; Thyrotropin receptor (Homo sapiens), P16473; TSHR-expressing cells, TSH-stimulated cAMP HTRF, 2 h; hits give low values; activity change, negative = inhibition, % at 11.5 µM; hit rate 0.2% among 330,000; AID 504810, 2011;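 active means activity change below a set negative limit, meaning inhibition stronger than a set level, cut at about -70% in these data; inconclusive means activity change between two set negative limits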; further: on the % scale 0 is the no-effect control and ±100 the full control effect
Target sequence (P16473 whole entry, looked up): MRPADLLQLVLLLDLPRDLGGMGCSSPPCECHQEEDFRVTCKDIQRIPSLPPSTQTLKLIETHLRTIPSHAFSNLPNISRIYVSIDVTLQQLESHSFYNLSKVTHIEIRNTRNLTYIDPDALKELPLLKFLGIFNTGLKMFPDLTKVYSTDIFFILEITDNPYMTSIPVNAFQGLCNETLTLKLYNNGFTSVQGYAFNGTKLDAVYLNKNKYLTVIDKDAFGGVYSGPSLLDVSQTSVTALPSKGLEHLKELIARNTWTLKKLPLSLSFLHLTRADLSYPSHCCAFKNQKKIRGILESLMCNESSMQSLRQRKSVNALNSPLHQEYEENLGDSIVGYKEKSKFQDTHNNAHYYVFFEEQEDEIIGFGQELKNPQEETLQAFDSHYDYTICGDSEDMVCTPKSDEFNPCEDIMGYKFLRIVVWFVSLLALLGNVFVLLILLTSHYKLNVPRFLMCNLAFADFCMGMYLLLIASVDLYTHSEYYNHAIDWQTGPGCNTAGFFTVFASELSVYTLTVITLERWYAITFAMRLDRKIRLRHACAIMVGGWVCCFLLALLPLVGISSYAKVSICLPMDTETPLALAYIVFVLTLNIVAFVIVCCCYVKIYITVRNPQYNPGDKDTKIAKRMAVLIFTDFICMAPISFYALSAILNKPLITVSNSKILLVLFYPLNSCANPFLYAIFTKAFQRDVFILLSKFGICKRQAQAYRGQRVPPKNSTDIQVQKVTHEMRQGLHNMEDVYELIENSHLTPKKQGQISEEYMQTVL
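Inhibition of cAMP made by TSHR-expressing cells under TSH stimulation (4nM final, EC80; 2 h, 37 deg C) is quantified with a one-step lysis HTRF kit, anti-cAMP cryptate versus cAMP-d2.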
Tb PFK block: qHTS Assay to Find Inhibitors of T. brucei phosphofructokinase; AID 485367, 2010; hit rate 0.17% among 330,000; Potency, µM (top dose mostly 57.5 µM), for inactives: at the highest dose activity, negative = inhibition, hits mostly inhibitors; ATP-dependent 6-phosphofructokinase (Trypanosoma brucei brucei), O15648; T. brucei PFK, ADP-Glo luminescence;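 further: potency means the concentration at half of the fitted maximal effect; 0% = uninhibited 1x PFK enzyme wells and -100% = no-enzyme wells; nearly all actives have a fitted effect of over 60% in size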
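In TEA buffer at pH 8.0 with 5 mM MgCl2, enzyme (1.25 nM) converted F6P (0.5 mM) and ATP (0.1 mM) for 45 min at room temperature. ADP product was read by luciferase luminescence.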
PTAP TSG101 blk: qHTS Assay for Iinhibitors of HIV-1 Budding by Blocking the Interaction of PTAP/TSG101; 340,000 tested, under 10 active; Potency, µM (highest dose often 115 µM), for the others: at the top dose activity change, negative = inhibition, most hits filed as inhibitors; Fluorescence polarization, FITC-PTAP peptide / Tsg101 binding; AID 493005, 2010; Tumor susceptibility gene 101 protein (Homo sapiens), Q99816; active means well fitted inhibition curve with a large enough effect in the main read-out, with a control signal flat, not every such curve was filed as active; inconclusive means small, poorly fitted or top-dose-only effect, or effect the other way, or a change in a side signal; inactive means no such curve, though single readings can be large or run the other way; further: potency means the concentration at half of the fitted maximal effect; % of control where 0% means no effect
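Tsg101 binding domain (10 uM final) was mixed with compound and a FITC-labeled PTAP peptide (50 nM final) in HEPES pH 7.5 buffer with NaCl, Tween 20, EDTA and TCEP; fluorescence polarization was read after 20 min at r.t.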
BCR signal inh: qHTS Assay to Find Inhibitors of Chronic Active B-Cell Receptor Signaling; ABC-DLBCL IkBa-CBG/CBR reporter, luminescence ratio, 4 h; Potency, µM (doses to about 46.1 µM), for inactives: at the top dose ratio change, negative = lower green/red ratio, actives largely listed as inhibitors; hit rate 0.05% among 340,000; active means well fitted inhibition curve with a large enough effect in the signal ratio, with a control signal flat, not every such curve was filed as active; inconclusive means small, poorly fitted or top-dose-only effect, or effect the other way, or a change in a side signal; the % refers to the signal ratio;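 further: potency means the concentration at half of the fitted maximal effect; plate controls were basal doxycycline-induced cells for no effect and cells given 10 µM MG132 for full effect; MG132 reads +100%, hits lower the ratio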
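TMD8 human ABC-DLBCL cells with doxycycline-inducible IκBα–green luciferase fusion and unfused red luciferase, in 0.5% FBS medium; compounds up to 46 uM, 4 h at 37C. Green/red luminescence ratio, filter-overlap corrected, fitted to concentration-response curves.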
TCR activator: Activators of T cell receptors: qHTS campaign; primary human leukocytes, anti-CD3, IL-2 HTRF, 48 h; 330,000 tested, under 10 active; Potency, µM (titrated, usually from 9.22 µM), inactives show top-dose activation of IL-2 secretion, usual class: activators; further: % of control where 0% means no effect
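IL-2 produced over 48 hr by a-CD3 bead-stimulated primary human leukocytes exposed to compounds was detected with a homogeneous time-resolved FRET immunoassay, 665nm acceptor signal after 320nm excitation.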
Mito fusion act: qHTS Assay for Small Molecule Inhibitors of Mitochondrial Division or Activators of Mitochondrial Fusion; S. cerevisiae fusion-defective mutant growth rescue, CellTiterGlo 48 h; hit rate 0.23% among 320,000; AID 485298, 2010; Potency, µM (doses to about 46.1 µM), for the others: at the top dose growth rescue (activation), usual class: activators;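 further: potency means the concentration at half of the fitted maximal effect; % of control where 0% means no effect; nearly all actives have a fitted effect of over 45% in size; temperature-sensitive fusion mutants such as fzo1-1 at 37 °C on non-fermentable ethanol glycerol medium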
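Luminescent cell viability in 1536-well qHTS format served as the measure of rescued growth in ts fusion-mutant S. cerevisiae cultured on non-fermentable YPEG for 48 hours at 37C.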
uPA surface inh: qHTS for Inhibitors of Cell Surface uPA Generation. hit rate 0.31% among 330,000. cell surface uPA generation assay, qHTS. Potency, µM (doses to about 38.3 µM), inactives show at the highest dose activity change, negative = inhibition, most hits filed as inhibitors; active means well fitted inhibition curve with a large enough effect; inconclusive means small, poorly fitted or top-dose-only effect; inactive means no such curve, though single readings can be large or run the other way; tested in mouse RAW 264.7 cells; further: potency means the concentration at half of the fitted maximal effect; on the % scale 0 is the no-effect control and ±100 the full control effect; nearly all actives have a fitted effect of over 55% in size
ELG1 repair inh: qHTS screen for small molecules that inhibit ELG1-dependent DNA repair in human embryonic kidney (HEK293T) cells expressing luciferase-tagged ELG1 | HEK293T ELG1-luciferase reporter, luminescence, 16 h; DNA damage induced by 5-fluorouridine | Potency, µM (doses to about 46.1 µM), inactives show top-dose activity change, negative = inhibition, hits mostly inhibitors | hit rate 2.3% among 330,000; further: potency means the concentration at half of the fitted maximal effect; on the % scale 0 is the no-effect control and ±100 the full control effect; nearly all actives have a fitted effect of over 55% in size
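Reporter activity after DNA damage by 5-fluorouridine is monitored. Compound-treated cells incubate 16 hr at 37 °C, then ONE-Glo is added for 30 min before luminescence reading.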
Eya2 inh: qHTS Assay for Inhibitors of the Phosphatase Activity of Eya2; Potency, µM (top dose mostly 76.9 µM), for inactives: at the top dose activity, negative = inhibition, most hits filed as inhibitors; hit rate 0.006% among 330,000; Protein phosphatase EYA2 (Homo sapiens), O00167; recombinant Eya2, OMFP fluorescence dephosphorylation (OMFP is methylfluorescein phosphate); further: potency means the concentration at half of the fitted maximal effect; on the % scale 0 is the no-effect control and ±100 the full control effect
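Eya2 (0.2 uM) preincubated 10 min at ambient with compound, then OMFP substrate added at 50 uM; 10 min reaction in 50 mM HEPES pH 7.5, 50 mM NaCl, 5 uM MgCl2, 0.05% BSA, 1 mM DTT. Fluorescence read at Ex 485/Em 525 nm.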
Active calls of the source: *; ? = inconclusive; & = joins results of further samples; [ ] = another dose, or the depositor's remark. Unless noted, the call rests on the fitted dose curve; in most records, active means well fitted curve in the direction sought with a large enough effect; inconclusive means small, poorly fitted or top-dose-only effect, or another doubt; inactive means no such curve, though single readings can be large; an effect the other way counts as inactive or inconclusive. Some of the compounds tested; rates above refer to the full screens.

no.	Structure	B2AR arrestin	USP2a block	TSHR antagonist	Tb PFK block	PTAP TSG101 blk	BCR signal inh	TCR activator	Mito fusion act	uPA surface inh	ELG1 repair inh	Eya2 inh
1	CNC(=O)CSc1nnc(-c2cc(C)cc(C)c2)o1	-0.2%	3%	5	?	-12%	?	-2%	-5%	-1%	?	-1%
2	CCn1ccnc1CN1CCCC(C(=O)c2ccc(SC)cc2)C1 (stereo unspecified)	7.3%	1%	3	7%	0%	-6%	0%	4%	-3%	0%	0%
3	CCOP(=O)(OCC)C(NCc1ccccc1)c1ccc(Br)cc1 (stereo unspecified)	0.2%	6%	-3	2%	-6%	?	4%	13%	0%	-10%	-14%
4	Cn1c(O)c(/C=C/C=Nc2ccccc2)c(=O)n(C)c1=S	-1.0%	16%	21	0%	10%	25%	0%[46.1 µM]	-11%	6%	-3%	17%
5	O=C1Nc2ccccc2Sc2ccccc21	0.0%	5%	-3	1%	1%	-3%	1%	3%	-13%	-3%	-1%
6	O=P(C(c1c[nH]c2ccccc12)N1CCOCC1)(N1CCOCC1)N1CCOCC1 (stereo unspecified)	-0.3%	0%	22	-5%	-6%	-1%	0%	3%	3%	-2%	-7%
7	Cc1cccc(N2CCN(C(=O)C3CCN(c4ncnc5c4nc4n5CCCCC4)CC3)CC2)c1C	-0.4%	0%	-28	-6%	-7%	1%	1%	-10%	?	?	5%
8	C=CCN1C(=O)NC(=O)/C(=C/c2cccn2C)C1=O	-0.1%	1%	4	-6%	-1%	0%	4%	1%	-13%	?	4%
9	COc1ccc(C(=O)C2CCCN(Cc3ccccn3)C2)c(OC)c1 (stereo unspecified)	-0.1%	-1%	5	-6%	-2%	-2%	1%	-6%	16%	13%	-2%
10	O=P(O)(CCc1ccccn1)CN1CCCCC1	-0.1%	0%	-8	?	3%	-2%	0%	-2%	1%	8%	2%
11	CN(C)C(Cc1ccccc1)C(=O)c1ccccc1 (stereo unspecified)	-0.2%	-1%	19	0%	-4%	?	3%[46.1 µM]	0%	1%	19%	-1%
12	CC(C)N(Cc1ccco1)/N=C/c1c(O)n(Cc2ccccc2)c(=O)[nH]c1=O	-0.4%	-2%	31	0%	-3%	-10%	-1%	-7%	0%	0%	-36%
13	COC(=O)C1=C(c2cccc(NC(C)=O)c2)C[C@@H]2CC[C@H]1N2C	0.4%	0%	15	-1%	1%	-1%	12%	1%	13%	20%	7%
14	Cc1ccc(/C=C2\C(=O)NC(=O)N(CCc3ccc(F)cc3)C2=O)s1	-0.7%	2%	-16	0%	2%	14%	-2%	-12%	3%	?	4%
15	Cc1cc(C)cc(NC(=S)NC2CC3CCCC(C2)N3Cc2cccs2)c1 (stereo unspecified)	-0.8%	3%	-5	3%	-8%	1%	1%	-9%	4%	-16%	?
16	CCOC(=O)Cn1cc(C(=O)c2ccccc2)c2ccccc21	-0.8%	1%	-1	-1%	-6%	7%	1%	1%	-15%	-13%	-16%
17	COc1cc(C2C(C#N)=C(N)OC3=C2C(=O)CC(C)(C)C3)ccc1OC(=O)N1CCOCC1 (stereo unspecified)	2.0%	4%	0	0%	0%	?	7%	0%	0%	8%	-5%
18	CCCN1CCO[C@@H]2c3cc(O)ccc3OC[C@H]21	-0.4%	0%	-21&-11&-3	0%	2%	-7%	-1%	-9%&-3%&4%	9%	6%	5%&6%&20%
19	CCCCSc1nc2c(cnn2-c2ccccc2)c(=O)n1N	0.0%	1%	-13	1%	-7%	?	0%	12%	-11%	?	0%
20	COc1ccccc1-n1c(-c2ccccc2Cl)nc2ccccc2c1=O	2.8%	5%	-5	3%	-1%	1%	-3%	5%	10%	13%	6%
21	O=C1C2CCCC1C(N1CCCC1)CC2 (stereo unspecified)	-0.2%	5%	3	-9%	-6%	?	1%	-16%	5%	2%	8%

Entries from the list above that contain an aryl methoxy group, in the order listed:
no.	Structure	B2AR arrestin	USP2a block	TSHR antagonist	Tb PFK block	PTAP TSG101 blk	BCR signal inh	TCR activator	Mito fusion act	uPA surface inh	ELG1 repair inh	Eya2 inh
9	COc1ccc(C(=O)C2CCCN(Cc3ccccn3)C2)c(OC)c1 (stereo unspecified)	-0.1%	-1%	5	-6%	-2%	-2%	1%	-6%	16%	13%	-2%
17	COc1cc(C2C(C#N)=C(N)OC3=C2C(=O)CC(C)(C)C3)ccc1OC(=O)N1CCOCC1 (stereo unspecified)	2.0%	4%	0	0%	0%	?	7%	0%	0%	8%	-5%
20	COc1ccccc1-n1c(-c2ccccc2Cl)nc2ccccc2c1=O	2.8%	5%	-5	3%	-1%	1%	-3%	5%	10%	13%	6%
